Ecoli viability – reduces bacterial viability in AddAB counter-screen | hit rate 0.27% among 330,000 | inhibition, % at 11.9 µM | E. coli V3065 growth, OD600 absorbance, 18 h;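 active = inhibition above the campaign's mean inhibition across all tested compounds plus 3 SD, cut at about 9.9% in these data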;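 also: uninfected addAB+ strain grown without phage in ampicillin broth; 0% = DMSO wells and 100% = ciprofloxacin 0.95 µg/ml wells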
CAL PDZ FP-1 – human CAL PDZ-peptide interaction inhibition; Q9HD26; purified CAL PDZ, TMR-peptide fluorescence polarization, 1 h; inhibition, % at 20 µM; hit rate 0.02% among 330,000; AID 504414;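 active = highest replicate inhibition of at least 40%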;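 also: plate controls were DMSO neutral control wells for no effect and unlabeled competitor peptide control wells for full effect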
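Test system: tagged CAL PDZ domain / Buffer or medium: sodium phosphate/NaCl buffer pH 7.4 with TCEP, IgG, Thesit / Reagent: TMR-labelled reporter peptide T*-PRC34 bound in PDZ groove / Compound dosing: single point, 20 µM / Schedule: 1 h incubation at room temperature before polarization reading / Technique: fluorescence polarization (mP) / Benchmarks: unlabelled peptide, DMSO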
SR-BI uptake up – activators of SR-BI mediated HDL lipid uptake; CHO ldlA[mSR-BI] cells, DiI-HDL uptake fluorescence, 3 h; 100 = double the neutral-control signal; activation, % at 12.5 µM; hit rate 0.096% among 320,000;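 active = mean replicate activation of at least 60% and every replicate at or above 60%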;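 also: 0% = median plate neutral-control signal and 100% = twice that signal; values of inactives mirror those of a sister screen read the other way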
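Assay system: LDL receptor-deficient CHO ldlA cells overexpressing murine SR-BI / Medium: BSA-supplemented, HEPES-buffered Ham's F12, pH 7.4 / Probe or stimulus: DiI-labelled HDL at 10 µg/mL final / Timing: compound with DiI-HDL co-incubation, 3 h at 37 °C / Technique: bottom-read cell fluorescence after medium removal, ex 550/em 595 nm / Measure: HDL uptake via cellular fluorescence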
SR-BI HDL uptake – mouse SR-BI HDL lipid transfer inhibition. Q61009. ldlA[mSR-BI] CHO cells, DiI-HDL uptake fluorescence, 3 h. inhibition, % at 12.5 µM. hit rate 0.96% among 320,000. AID 488896;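 active = mean replicate inhibition of at least 70% and a set share of replicates each scoring 70 or more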;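 also: 0% = median of neutral control wells and 100% = median of positive control wells; values of inactives mirror those of a sister screen read the other way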
Target sequence (Q61009 whole entry, looked up): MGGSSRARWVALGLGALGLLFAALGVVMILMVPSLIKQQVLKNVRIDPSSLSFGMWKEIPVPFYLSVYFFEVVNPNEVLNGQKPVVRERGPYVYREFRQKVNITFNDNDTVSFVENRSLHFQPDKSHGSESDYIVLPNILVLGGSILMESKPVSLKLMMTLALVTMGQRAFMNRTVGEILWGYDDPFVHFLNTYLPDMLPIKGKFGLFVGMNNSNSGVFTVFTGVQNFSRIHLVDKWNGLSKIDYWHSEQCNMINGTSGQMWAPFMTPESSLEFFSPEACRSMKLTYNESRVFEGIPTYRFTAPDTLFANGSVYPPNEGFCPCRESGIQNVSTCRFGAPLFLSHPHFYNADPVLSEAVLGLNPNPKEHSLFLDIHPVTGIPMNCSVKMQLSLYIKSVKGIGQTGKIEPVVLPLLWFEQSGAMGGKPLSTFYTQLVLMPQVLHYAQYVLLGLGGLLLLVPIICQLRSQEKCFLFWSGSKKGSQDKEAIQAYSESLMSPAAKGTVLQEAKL
MITF act – activators of MITF-driven TRPM1 promoter activity in SK-MEL-5 cells; SK-MEL-5 TRPM1-promoter luciferase, 24 h; % of positive control, neutral wells = 0; activation, % at 12.5 µM; hit rate 0.75% among 300,000;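 active = mean activation of at least 80% with every replicate also reaching 80%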;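 also: 0% = neutral control wells and 100% = parthenolide positive control wells; values of inactives mirror those of a sister screen read the other way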
Wnt act – activates Wnt/beta-catenin signaling in a reporter cell assay | activation, % at 9.35 µM | hit rate 1.2% among 300,000 | activator, plate reader; in the data active = activation above about 30%, passing the limit was not always enough;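 also: 0% = neutral control wells and 100% = positive control wells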
AddAB inh – less growth of phage-infected E. coli with AddAB; E. coli expressing H. pylori AddAB, absorbance growth; inhibition, % at 11.9 µM; hit rate 0.29% among 330,000; AID 435030; in the data active = inhibition above about 12%;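 also: 0% = vehicle wells of infected cells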
CAL PDZ FP-2 – inhibitors of human CAL PDZ peptide binding; AID 602252; purified CAL PDZ, TMR-peptide fluorescence polarization, 1 h; hit rate 0.92% among 300,000; Q9HD26; inhibition, % at 24.9 µM;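 active = mean inhibition of at least 30% with at least half of replicates also reaching 30%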;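 also: 0% = DMSO neutral control and 100% = excess unlabeled competitor peptide PRC23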
phage Ecoli inh – E. coli growth loss with phage present | growth absorbance | inhibition, % at 11.9 µM | hit rate 0.26% among 360,000; in the data active = inhibition above about 11%
Tat transport – blocks Tat-dependent protein export in E. coli | E. coli MC4100 TorA-mCherry Tat export, fluorescence | inhibition, % at 10 µM | hit rate 0.036% among 340,000 | AID 488895;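 active = mean replicate inhibition at least 50% and at least half of replicates individually reaching 50%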;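 also: exported cargo escapes ClpAP degradation while cytoplasmic cargo is degraded and loses fluorescence; 0% = median of neutral control wells and 100% = median of NaSCN control wells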
* hit, by the source's call; . = no result given.

SMILES	Ecoli viability	CAL PDZ FP-1	SR-BI uptake up	SR-BI HDL uptake	MITF act	Wnt act	AddAB inh	CAL PDZ FP-2	phage Ecoli inh	Tat transport
Cn1c(SCC(=O)N/N=C/c2ccncc2)nc2ccccc21	-1.9	-0.1	4	-4	.	2	-1.3	5	1.6	-4
O=C(NCc1cccs1)c1cccc(S(=O)(=O)N2CCCCC2)c1	-1.4	.	-17	17	.	0	-2.4	-3	2.8	-1
CN1C(=O)C(N=Nc2ccc([N+](=O)[O-])cc2)SC1=S (stereo not drawn)	.	0.1	-18	18	-23	-2	.	2	-3.1	6
COCc1[nH]nc2c1C(c1ccc(F)cc1F)C(C#N)=C(N)O2 (stereo not drawn)	1.2	0.1	7	-7	.	0	3.0	-2	1.0	3
CC(NS(=O)(=O)c1ccc(Br)s1)c1ccccc1 (stereo not drawn)	-1.5	-1.0	5	-5	14	-1	-0.7	1	1.2	-6
CCOc1ccc(S(=O)(=O)NCCC(=O)OCC(=O)NC(=O)c2cccn2C)cc1	-2.1	0.5	-39	39	10	-5	-2.1	2	2.6	1
CC(=O)c1ccccc1NCC(=O)Nc1ccc(C)cc1	0.2	-1.6	-3	3	42	7	1.5	-2	4.2	-2
CCOC(=O)C(C(=O)NCc1ccc(C)cc1)c1ncc(C(F)(F)F)cc1Cl (stereo not drawn)	-1.2	-0.4	-2	2	0	.	1.8	0	1.0	6
CCOc1ccc(NC(=O)CCCN2C(=O)C(c3ccccc3)Oc3cccnc32)cc1 (stereo not drawn)	-1.9	-0.5	-15	15	-13	1	2.5	0	1.3	2
COc1ccc(OCC(=O)NCCNC(=O)c2cccnc2)cc1	2.0	-2.3	25	-25	-2	-2	2.5	-2	0.6	-3
O=C(Cn1nnc2ccccc21)Nc1ccc([N+](=O)[O-])cc1	3.8	-2.0	.	.	-6	4	4.8	-8	3.1	-5
Cc1ccsc1C(=O)NNC(=O)C1C2C=CC(C2)C1C(=O)O (stereo not drawn)	0.5	-0.8	20	-20	-10	-3	0.5	-7	1.9	2
Cc1[nH]c(=O)nc(SCc2ccc(Cl)c(Cl)c2)c1C#N	0.5	-3.0	.	.	5	-2	1.5	3	1.3	-6
Cc1ccc(C(=O)CN2C(=O)c3ccccc3S2(=O)=O)cc1	-0.1	1.5	-1	1	.	2	0.6	-3	-3.1	7
O=C(CCCCCn1nnc2ccccc2c1=O)Nc1ccccc1F	-0.2	-1.2	22	-22	.	2	0.7	-2	2.0	-3
CC(C(=O)NC(=O)NCc1ccccc1)N1C(=O)c2ccccc2C1=O (stereo not drawn)	-0.5	-1.3	.	.	7	-4	1.6	4	-0.1	1
COc1ccc(OCC(=O)NCCCCCCNC(=O)COc2ccc(OC)cc2)cc1	-1.1	-2.5	6	-6	-7	0	1.9	-2	-0.3	0
COc1cc2c[n+](C)c3c4ccccc4ccc3c2cc1OC	.	-3.3	-38	38	0	14	.	3	0.2	4
O=[N+]([O-])c1ccc(Oc2ccc(OCc3ccccc3)cc2)nc1	0.9	.	-2	2	4	1	-0.2	-1	0.9	-1
Cc1c(Cl)c([N+](=O)[O-])nn1CC(=O)NC(C)c1ccccc1 (stereo not drawn)	0.6	-0.3	6	-6	.	0	-1.5	1	2.3	1
Cc1ccc(S(=O)(=O)N(CC(=O)NCc2ccncc2)Cc2ccc(F)cc2)cc1	2.6	0.3	17	-17	-3	0	2.2	-1	-0.1	1
COc1cccc(OC)c1C(=O)NC(=S)Nc1cc(-c2nc3ccccc3[nH]2)ccc1Cl	1.1	-4.7	-54	54	14	0	1.4	-2	3.5	-7
O=C(CCc1nc2ccccc2c(=O)[nH]1)Nc1nnc(SCc2ccc(Cl)cc2)s1	1.7	-2.6	-5	5	-6	1	1.9	-4	1.7	1
COc1cc2c(cc1OC)C(c1ccc(Br)cc1)CC(=O)N2 (stereo not drawn)	.	.	-2	2	-10	1	.	62*	0.4	-1
O=C(CCC(=O)N1CCSc2ccccc21)NC1CCCCC1	1.0	0.7	-2	2	6	-4	5.6	-3	1.1	7
O=[N+]([O-])c1ccc(CSc2nnc(-c3cccnc3)o2)cc1	.	-2.7	3	-3	.	-2	.	.	2.5	1
COc1ccc(COC(=O)NC2CCN(S(=O)(=O)c3ccc(OC)cc3)CC2)cc1	2.2	-0.6	3	-3	11	-7	4.5	-8	4.2	0
CC(=O)Nc1nnc(SCC(=O)NC(C)(C)C)s1	-1.9	-0.7	20	-20	2	1	-1.1	-2	2.5	2
CCN1CCN(c2cc(C)c3cc(NC(=S)NCCCOC)ccc3n2)CC1	0.8	-2.4	-29	29	4	2	0.2	0	-0.9	3
COc1cccc(CN2CCNC(=O)C2CC(=O)NCc2cn3ccccc3n2)c1OC (stereo not drawn)	0.3	0.5	26	-26	2	-1	0.2	1	-0.1	26
O=C(c1ccc(Sc2ccc(F)cc2)c([N+](=O)[O-])c1)N1CCOCC1	0.1	0.3	0	0	-5	-3	-1.3	3	-2.1	-1
Cc1ccccc1OCC(=O)NNC(=O)c1ccc2c(=O)n3c(nc2c1)CCC3	0.6	-2.2	-22	22	0	-5	0.0	-4	2.7	2
CCn1c(CNC(=O)c2ccco2)nnc1SCC(=O)Nc1cc(F)ccc1C	-0.9	-0.2	17	-17	-7	0	2.5	-9	3.2	6
CCCCNC(=O)CNC(=O)c1nn(-c2ccc(OC)cc2)c(=O)c2ccccc12	-1.5	-1.4	7	-7	1	-1	-0.3	-3	5.1	3
CC(C)CC(NC(N)=O)C(=O)NCc1ccccc1Cl (stereo not drawn)	-4.2	-1.6	0	0	8	1	0.2	-3	4.9	-1
Cc1ccc(OCc2cc(C(=O)N3CCN(c4ccccc4)CC3)no2)cc1C	-0.2	17	0	0	83*	36*	1.3	-1	3.4	-4
CCc1nc(N=C(N)N)nc2ccccc12	2.5	.	.	.	.	1	4.7	.	2.9	.
Cc1ccc2c(c1)N(CCCC(=O)NCCCN1CCCCC1)C(=O)CO2	-1.1	0.3	7	-7	.	-4	-0.2	0	3.7	2
O=C(Nc1nc2cc3c(cc2s1)OCCO3)c1ccc([N+](=O)[O-])o1	6.7	-1.7	16	-16	-34	51*	11	0	0.4	2
O=C(Nc1ccccc1C(=O)N1CCCCC1)c1ccc(Cl)cc1Cl	-3.2	0.2	.	.	.	-2	1.0	-4	3.3	-2
Nc1ccc2c(c1)nc(Cc1ccccc1)n2CCO	0.1	-0.6	24	-24	6	2	1.2	3	5.8	5
CCOC(=O)C1CCN(C(=O)Nc2ccc3nc(-c4ccco4)c(-c4ccco4)nc3c2)CC1	0.1	-0.3	-61	61	-3	2	0.6	-4	.	4
CCOC(=O)CNC(=O)CSc1nnc(C)c(=O)[nH]1	0.1	-0.5	35	-35	5	10	-1.4	1	4.1	-7
CN(C)N1C(=O)C2C3C=CC(O3)C2C1=O (stereo not drawn)	.	-0.7	14	-14	2	-1	.	-1	2.2	1
Cc1ccn(C(C)CC(=O)Nc2ccc(-c3ccno3)cc2)n1 (stereo not drawn)	-1.0	-2.3	8	-8	3	1	1.4	-4	1.7	-9
COc1ccccc1NCC(=O)NNCC(=O)Nc1ccc(F)c(Cl)c1	0.1	-2.7	-18	18	-14	-2	2.7	-1	3.3	3
CC(C)NC(=O)c1ccc2c(c1)N(CC(=O)N1CCCCC1)C(=O)C(C)(C)O2	0.4	-2.6	.	.	-5	1	0.8	-3	1.7	-6
NC(=O)c1ccc[n+](CC(=O)c2cccc([N+](=O)[O-])c2)c1	1.0	0.0	24	-24	-8	-1	1.6	2	0.9	-3
CC(=O)Nc1ccc(S(=O)(=O)N2CCCCC2c2cccnc2)cc1 (stereo not drawn)	2.7	-2.8	-15	16	.	0	0.7	-4	3.9	7
COc1ccc(CCNC(=O)C(=O)NCC2OCCN2S(=O)(=O)c2cc(F)ccc2F)cc1OC (stereo not drawn)	2.2	0.0	-12	12	-7	4	-0.3	-5	1.8	-11
CC(C)(C)c1ccc(NNC(=O)C2CCC2)cc1	0.4	0.8	28	-28	.	17	0.7	.	-0.2	-9
Cc1ccc(-c2csc(NC(=O)CSc3nnc4c(n3)[nH]c3ccccc34)n2)cc1	0.5	-2.6	-30	30	-11	.	-0.5	3	0.7	1
C=CCn1c(NCCO)nc2c1c(=O)n(C)c(=O)n2C	1.4	-1.6	.	.	3	.	2.1	-4	0.5	2
O=C(CC(=O)Nc1ccccc1)Nc1ccccc1	0.8	-1.2	39	-39	4	1	3.5	-3	-5.1	-3
Cc1ccc(NC(=O)N2CCC(NC(=O)c3ccco3)CC2)cc1	0.4	0.6	.	.	0	2	6.9	-1	0.3	-13
O=C(Cc1ccc(Br)cc1)N1CCN(c2ccc(F)cc2)CC1	0.5	-0.1	-5	5	-4	.	2.7	-3	2.9	-8
COc1cccc(CNC(=O)CCn2ccc3cc(S(=O)(=O)N4CCC(C)CC4)ccc32)c1	-0.2	0.2	-14	14	-13	-1	3.0	3	0.0	9
Cc1ccc(NS(=O)(=O)c2ccc(N3CCN(c4ccc(O)cc4)CC3)c([N+](=O)[O-])c2)c(C)c1	2.0	-0.6	-30	30	-9	0	0.6	-3	4.0	-4
O=C1CCn2c1c(O)c1ccccc1c2=O	.	-0.6	6	-6	3	-3	.	-6	0.9	-1
CCN1C(=O)/C(=C/c2cccs2)S/C1=N\S(=O)(=O)c1ccc(C)cc1	-0.9	-1.0	-17	17	-3	0	1.8	0	1.8	0

Complete entries from above. Screens in order: Ecoli viability	CAL PDZ FP-1	SR-BI uptake up	SR-BI HDL uptake	MITF act	Wnt act	AddAB inh	CAL PDZ FP-2	phage Ecoli inh	Tat transport
`COc1cccc(CNC(=O)CCn2ccc3cc(S(=O)(=O)N4CCC(C)CC4)ccc32)c1` in the list: -0.2	0.2	-14	14	-13	-1	3.0	3	0.0	9
`CC(C)NC(=O)c1ccc2c(c1)N(CC(=O)N1CCCCC1)C(=O)C(C)(C)O2` in the list: 0.4	-2.6	.	.	-5	1	0.8	-3	1.7	-6

(cont.)
SMILES	Ecoli viability	CAL PDZ FP-1	SR-BI uptake up	SR-BI HDL uptake	MITF act	Wnt act	AddAB inh	CAL PDZ FP-2	phage Ecoli inh	Tat transport
CCCOc1ccc(C(=O)NCCN2CCOCC2)cc1	-1.5	0.1	-8	8	6	0	-0.1	.	0.5	-6
Fc1ccc(-c2cc(-c3nnc4n3CCCCC4)c3ccccc3n2)cc1	-1.1	-0.4	-34	34	11	-3	0.0	3	1.6	-9
Cc1cccc(C(=O)NNC(=O)CCC(=O)Nc2cccc(Cl)c2C)c1	1.1	-0.6	.	.	4	.	2.1	-4	2.0	6
COc1cc2c(cc1OC)C(C(=O)N(C)Cc1ccccc1)C(c1cccnc1)N(C)C2=O (stereo not drawn)	-0.2	-0.8	-2	2	-10	-1	3.8	-5	1.4	1
CC(=O)OCCN(Cc1ccccc1)Cc1ccc2c(c1)OCO2	1.0	.	-4	4	3	.	1.6	-4	-0.3	15
OCCN1CCOCCOc2ccccc2OCCOCC1	2.6	-1.1	9	-9	.	1	4.6	-6	4.2	-1

From PubChem BioAssay

Compounds as they come, and some 3.6% of all compounds hit somewhere here.
